Source: PubChem BioAssay
E-selectin induc = E-selectin induction in HUVECs, primary screen, imaging, HUVEC, immunofluorescence imaging, single point | P16581 | normalized: neutral wells 0, TNF-alpha wells 100 | activation, % at 7.58 µM | hit rate 0.37% among 260,000 | AID 686992, 2013;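 active = mean E-selectin-positive cell signal at least 10% of the positive control, reached in at least 60% of replicates, without over 20% cell loss; inconclusive = no rule given, readout overlaps actives, possibly toxicity-flagged; inactive = the rest, including those meeting only one limit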;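 note: in these data hits start at about 27%; measured in HUVEC primary endothelial cells; signal is the percent of cells scored E-selectin positive by PE staining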
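System: HUVEC / Compound: single concentration / Signal: immunofluorescence imaging / Read-out: percent E-selectin-positive cells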
RAD52 inh = RAD52 DNA annealing inhibitors, primary screen, biochemical, FRET, single point, set 2. DNA repair protein RAD52 homolog (Homo sapiens), P43351. inhibition, % at 18.7 µM. recombinant RAD52 DNA annealing, FRET fluorescence. hit rate 0.46% among 360,000;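 active = every replicate showing at least 50% inhibition; inconclusive = mean inhibition at least 50% but not in every replicate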
RAD54 inh = inhibitors of human RAD54 branch migration, primary screen, biochemical, fluorescence, single point; hit rate 0.14% among 360,000; inhibition, % at 10.4 µM; RAD54 Holliday junction branch migration, FAM/BHQ fluorescence; DNA repair and recombination protein RAD54-like (Homo sapiens), Q92698;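 active = mean normalized replicate activity at least 40 and at least half of replicates scoring 40 or more; inconclusive = only one of the two criteria met; inactive = mean below 40 and under half of replicates reaching 40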;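 note: 0% = median of neutral control wells and 100% = median of positive control wells; inhibitors cause a drop in the FAM fluorescence signal; in these data hits start at about 50%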
Target sequence (Q92698 whole entry, looked up): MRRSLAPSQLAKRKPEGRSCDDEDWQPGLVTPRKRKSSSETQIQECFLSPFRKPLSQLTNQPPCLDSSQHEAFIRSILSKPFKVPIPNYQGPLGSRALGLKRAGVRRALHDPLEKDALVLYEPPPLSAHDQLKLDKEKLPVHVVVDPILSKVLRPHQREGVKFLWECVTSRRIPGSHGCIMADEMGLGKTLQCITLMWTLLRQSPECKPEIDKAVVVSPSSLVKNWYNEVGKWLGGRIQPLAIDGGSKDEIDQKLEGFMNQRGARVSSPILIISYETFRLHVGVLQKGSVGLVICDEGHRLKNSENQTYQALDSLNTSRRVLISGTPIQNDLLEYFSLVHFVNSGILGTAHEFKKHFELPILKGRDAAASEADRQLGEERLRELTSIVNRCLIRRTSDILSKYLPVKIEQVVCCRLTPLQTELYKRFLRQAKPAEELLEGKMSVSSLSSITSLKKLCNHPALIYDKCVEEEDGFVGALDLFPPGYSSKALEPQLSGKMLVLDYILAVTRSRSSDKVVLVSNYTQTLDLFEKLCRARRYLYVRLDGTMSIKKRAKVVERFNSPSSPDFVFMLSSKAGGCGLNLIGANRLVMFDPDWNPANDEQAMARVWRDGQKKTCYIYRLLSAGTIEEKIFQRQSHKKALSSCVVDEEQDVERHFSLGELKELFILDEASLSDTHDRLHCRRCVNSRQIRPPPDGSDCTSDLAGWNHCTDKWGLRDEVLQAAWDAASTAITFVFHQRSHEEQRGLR
FN deposition inh = inhibitors of fibronectin matrix deposition, primary screen, AH1F cells, Alexa488-fibronectin fluorescence, plate reader | AH1F fibroblasts, overnight | inhibition, % at 12.6 µM | hit rate 0.086% among 350,000 | AID 743247, 2014;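 active = mean inhibition across replicates of 30% or more, regardless of how many single replicates reach that level; inconclusive = mean under 30% yet at least half of replicates reach 30%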;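 note: positive control wells lacked labelled fibronectin entirely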
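test system = AH1F fibroblasts assembling fluorescent fibronectin matrix | quantity = 10000 AH1F cells per well | buffer or medium = DMEM plus 2% serum, read in PBS | doses = single dose, pinned | incubation = 1 h cell attachment, overnight exposure to compound and label | detection = fluorescence at 485 nm excitation, 525 nm emission | read-out basis = inhibition from reduced deposited-fibronectin fluorescence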
XiGFP reactiv = activators of inactive X chromosome reactivation, primary screen, imaging, XiGFP fibroblasts, GFP high-content imaging, set 2; XiGFP mouse fibroblasts, % GFP-positive cells imaging, 3 d; cells co-treated with 5-aza-dC sensitizer; scaled so ellipticine positive control = 100%; hit rate 0.055% among 360,000; activation, % at 7.58 µM;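 active = mean normalized replicate activation at least 10% and every replicate at or above 10%; inconclusive = only one of the two criteria met; inactive = mean below 10% and not all replicates reach 10%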;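 note: 0% = median of on-plate neutral control wells and 100% = ellipticine 6 µM median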
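System: SV40-immortalized XiGFP fibroblast cells, line 68-5-11 / Incubation: 3-day compound exposure, then 15 min fixation at room temperature / Compound: single concentration per compound, delivered by pin transfer / Buffer or medium: DMEM plus 5-aza-dC sensitizer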
EWS-Fli block = EWS/Fli-driven NR0B1 reporter inhibitors, primary screen, A673 cells, NR0B1 luciferase, luminescence, MLPCN library. viability-normalised. inhibition, % at 12.6 µM. hit rate 0.67% among 350,000;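 active = mean inhibition of at least 50% after viability correction, with every replicate also passing that limit; inconclusive = mean reaches 50% but only one of two replicates passes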;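 note: firefly luciferase signal divided by Alamar Blue viability fluorescence both relative to DMSO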
esBAF inh = Bmi1 luciferase reporter increase in mESCs, primary screen, esBAF inhibitor project, mouse ES cells, Bmi1 luciferase knock-in, single point. reporter increase, % at 12.5 µM. AID 602393, 2012. 24 h; 100% = twice the neutral-well signal. hit rate 2% among 350,000; in the data active = activation above about 40%; inconclusive = no clear call, values can overlap the other calls;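 note: 0% = median of the plate's neutral control wells and 100% = double that signal; a rise in the Bmi1 reporter signal indicates esBAF inhibition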
S100A4 inh HTS = inhibitors of S100A4-myosin IIA peptide binding, primary screen, biochemical, fluorescence polarization, TAMRA-MyoIIA peptide | Protein S100-A4 (Homo sapiens), P26447 | inhibition, % at 10.7 µM | hit rate 0.14% among 360,000;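 active = mean inhibition of at least 70% across replicates, with every replicate also reaching that level; inconclusive = mean inhibition reaches 70% but some replicates fall short; inactive = mean inhibition below 70%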
Target sequence (P26447 whole entry, looked up): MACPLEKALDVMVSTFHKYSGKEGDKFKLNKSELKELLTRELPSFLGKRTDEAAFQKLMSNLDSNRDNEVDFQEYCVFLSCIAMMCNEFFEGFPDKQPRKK
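assay system = human S100A4 monomer with TAMRA-labelled myosin IIA peptide | also added = labelled myosin peptide probe, 5 nM | incubation = 5 min between mix addition and reading | control set = DMSO and TFP controls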
An asterisk follows results filed as active; ? = inconclusive; / = not tested or not shown; & = joins results of further samples.

SMILES	E-selectin induc	RAD52 inh	RAD54 inh	FN deposition inh	XiGFP reactiv	EWS-Fli block	esBAF inh	S100A4 inh HTS
C/C=C/c1ccc([C@@H]2[C@H](CO)N3C(=O)CN(S(=O)(=O)c4cccc(F)c4)C[C@@H]23)cc1	1.2	-13	/	/	0.0	14	/	-4
CC/C(C)=N\Nc1nc(-c2cc3cc(OC)ccc3oc2=O)cs1	/	-15	3	-7	0.2	-80	?	-1
CCOc1ccccc1NC(=O)C(Sc1nnc2ccccn12)c1ccccc1 (configuration not stated)	5.2	-9	/	-1	0.2	-20	/	3
Cc1ccc(N2CC(C(=O)Nc3ccc4c(c3)OCCO4)CC2=O)cc1C (configuration not stated)	/	2	11	-22	0.1	-4	-7	-7
O=C(N[C@H]1C=C[C@H](CC(=O)N2CCOCC2)O[C@@H]1CO)c1cccc(F)c1	0.5	-11	-3	8	0.9	-2	-6	-13
Nc1ccc(C(=O)CC(=O)Nc2ccc(Cl)cc2)cc1	/	-12	-22	-5	0.0	-22	7	-4
COCCCNC(=S)Nc1cccc(SC)c1	1.3	-27	/	3	0.2	-4	/	-2
Cc1csc(SCC(=O)NCc2ccc3c(c2)OCO3)n1	-0.5	-15	/	5	0.2	2	/	14
COc1ccc(C#Cc2cnc3c(c2)C(=O)N([C@@H](C)CO)C[C@H](C)[C@H](CN(C)C)O3)cc1	0.3	25	-3	4	-0.3	-5	1	-7
Cc1ccc(N2CCN(C(=O)c3cccs3)CC2)cc1C	/	0	2	-6	1.6	-19	12	-1
CCCNC(=O)N(C)C[C@@H]1Oc2cc(C#C[C@H](C)O)ccc2S(=O)(=O)N([C@@H](C)CO)C[C@@H]1C	-0.2	14	0	-8	0.0	-5	-2	7
C/C(=N\NC(=O)CCC(=O)Nc1ccc(C)c(C)c1)C1CC1	/	-8	18	2	0.2	2	-4	-5
COc1ccc(C2C(C(C)=O)=C(C)Nc3ncnn32)cc1[N+](=O)[O-] (configuration not stated)	/	-9	-7	-7	0.0	-10	-7	-3
CC(C)C[C@H]1CN(CCCC[C@H]2CNC(=O)C(=O)N2CCc2ccccc2)C(=O)C(=O)N1CCc1ccc(O)cc1	0.0	-4	/	6	0.0	-10	/	3
COc1ccc(-c2cc(=O)oc3c(C)c(OCC(=O)Nc4cccnc4)ccc23)cc1	/	-16	0	-10	-0.1	/	10	-1
O=C(CCCN=C1NS(=O)(=O)c2ccccc21)Nc1ccc(Cl)cc1	/	4	-9	-24	-0.3	1	2	2
COc1cccc(C(=O)NC(=S)Nc2cccnc2)c1	1.4	-6	/	5	-0.1	-16	/	10
Cc1cccc(-c2ccc3[nH]c4c(c3c2)CCN2C[C@@H]([C@H](C)O)[C@@H](N(C)C(=O)Nc3ccc(F)cc3)C[C@@H]42)c1	0.3	-38	3	/	/	17	-5	-10
CCn1c(O)c(N=NC(=O)c2cccnc2)c2cc(Br)ccc21	/	5	3	4	0.5	18	/	-7
Cc1ccc(OCCNC(=O)c2ccc3c(c2)OCO3)cc1	0.2	-23	1	-4	0.2	-69	31	2
COc1nc(NC(C)C)nc(N(C#N)CN2C(=O)c3ccccc3S2(=O)=O)n1	/	-4	-1	0	0.3	-15	0	6
COc1ccc(OC)c(CNS(=O)(=O)c2cn(C)cn2)c1	-0.1	-5	-4	-2	0.0	-11	-1	9
C=CCN(C(=O)CN1CCOCC1)c1nc(C)c(-c2ccccc2)s1	/	4	-8	/	/	/	9	0
COc1ccc(C2=NN(c3ccccc3)C(c3cccs3)C2)cc1 (configuration not stated)	/	-16	/	/	0.0	-34	15	-8
O=C(C[C@H]1C[C@@H]2c3cc(NC(=O)Nc4ccccc4F)ccc3O[C@@H]2[C@@H](CO)O1)NCc1ccccn1	0.2	2	0	3	0.1	-2	2	-19
COc1ccc(NC(=O)N(C)C[C@H]2Oc3c(NS(=O)(=O)c4cccs4)cccc3C(=O)N([C@H](C)CO)C[C@H]2C)cc1	-6.6	-1	-2	/	-0.5	3	-1	-38
Cc1ccc(OC/C(=N\O)C(C)(C)C)c([N+](=O)[O-])c1	/	2	/	-7	0.4	-50	24	-4
O=C(c1cc2cc(Br)ccc2o1)N1CCCCC1	/	-3	-20	-7	0.0	-62	49*	-5
O=[N+]([O-])c1ccc(N2CCN(C(=S)NCc3ccc(Cl)cc3)CC2)cc1	/	-19	/	6	0.0	14	/	-1
C[N+]1(CCCCSc2ccc(O)cc2)CCCCC1	6.1	2	-12	-3	0.0	2	/	-6
O=S(=O)(N(Cc1ccccc1)[C@@H](CO)Cc1ccccc1)N(Cc1ccccc1)[C@@H](CO)Cc1ccccc1	0.1	-5	0	-3	0.0	7	-8	7
COc1cccc(S(=O)(=O)Nc2ccc3c(c2)[C@@H]2C[C@H](CC(=O)NCCc4ccccc4)O[C@H](CO)[C@@H]2O3)c1	0.0&0.0	-2&4	-34&-5	-1	-0.1&0.0	16&3	7&7	-5&-8
Cc1oc2cc(O)ccc2c(=O)c1-c1ccccc1	/	-1	/	/	0.4	-17	/	5
O=C(Cc1ccncc1)N1CC(=O)N2[C@H](C1)[C@@H](c1ccc(C3=CCCC3)cc1)[C@@H]2CO	0.7	-23	/	/	0.0	-3	/	-2
O=C(Nc1cc(C(F)(F)F)ccc1N1CCCC1)C1CCCO1 (configuration not stated)	0.1	-8	2	-3	-0.1	5	-6	1
CCCC1OC2CC3C4CCC5=CC(=O)C=CC5(C)C4C(O)CC3(C)C2(C(=O)O)O1 (configuration not stated)	-0.3	-19	-3	0	0.0	-3	-6	1
OC[C@H]1[C@@H](c2ccccc2)[C@H](CNCC2CCC2)N1CC1CC1	0.1	-12	3	-18	-0.1	10	-6	17
O=C1N=C(N2CCCCC2)S/C1=C\c1ccccc1F	0.1	-9	1	3	0.3	-78	57*	-1
CC(=O)c1ccc(OCc2cc(C(=O)N(C)CC3COc4ccccc4O3)no2)cc1 (configuration not stated)	/	-5	-4	-4	0.0	-48	39	-4
CN(C)C(=O)c1ccc(-c2ccccc2[C@H]2[C@@H](CO)N(C(=O)C3CCCC3)[C@H]2C#N)cc1	0.1	-3	/	-7	0.1	-3	/	-10
COC(=O)c1cn(NC(=O)Cc2cccc(OC)c2)c(=O)c2ccccc12	-0.6	-21	7	5	-0.1	3	-13	-3
C[C@@H]1CN([C@@H](C)CO)C(=O)Cc2cc(N(C)C)ccc2O[C@@H]1CN(C)S(=O)(=O)c1ccc(Cl)cc1	/	-13	5	/	-0.5	8	-6	-1
CNC(=O)C[C@H]1CC[C@@H]2[C@H](COc3ccc(NC(=O)C4CC4)cc3C(=O)N2C)O1	0.0	/	10	3	0.3	-4	7	/
CC(C)(C)[S@](=O)N1Cc2cc(C(=O)NCCN3CCCC3)nc(-c3cccc(-c4cccc(C#N)c4)c3)c2[C@@H]1CCO	0.1	-22	9	-16	0.0	4	2	-18
N#C[C@H]1[C@@H](c2ccc(C#CC3CC3)cc2)[C@H](CO)N1C(=O)c1cccc(F)c1	0.1	-57	-4	12	0.0	12	3	-4
COc1ccc(S(=O)(=O)N(C)C[C@@H]2OCCCC[C@@H](C)Oc3ccc(NC(=O)Nc4cccc5ccccc45)cc3C(=O)N([C@H](C)CO)C[C@H]2C)cc1	6.5	-19	-3	/	0.2	13	6	-2
Cc1cn(CC(=O)NCCc2ccccn2)c(=O)[nH]c1=O	-0.1	1	13	-15	0.1	-5	2	-5
COc1ccc(S(=O)(=O)N[C@@H]2C=C[C@@H](CC(=O)N3CCC(Cc4ccccc4)CC3)O[C@@H]2CO)cc1	0.1	3	/	4	0.2	6	/	2
Cc1cc(C(=O)Nc2cccc3c2O[C@@H](CN(C)C(=O)Nc2ccccc2)[C@@H](C)CN([C@H](C)CO)C3=O)n(C)n1	-0.2	0	1	/	-0.1	3	5	-3
CC(C)(C)OC(=O)NCc1ccc(CNC(=O)c2ncn(Cc3ccccc3)c2C(=O)NCc2ccc(CNC(=O)OC(C)(C)C)cc2)cc1	0.0	-37	-3	-3	0.0	2	-5	3

Following part.
SMILES	E-selectin induc	RAD52 inh	RAD54 inh	FN deposition inh	XiGFP reactiv	EWS-Fli block	esBAF inh	S100A4 inh HTS
CC(=O)N1CCc2cc(S(=O)(=O)NC(Cc3ccccc3)C(=O)O)ccc21 (configuration not stated)	/	-19	8	-8	0.0	/	-5	3
O=C1CCN(Cc2ccc(Br)cc2)CCN1CCO	-0.2	-9	-4	-2	-0.1	-1	-14	-2
C[C@H](CO)N1C[C@H](C)[C@H](CN(C)Cc2ccccc2)Oc2ncc(-c3cccc(F)c3)cc2C1=O	-0.3	7&2	7&0	9	-0.8	1&0	5&1	1&-5
CC=Cc1ccc2n(c1=O)C[C@@H]1[C@@H](CO)[C@H](C(=O)N(C)C)[C@H]2N1CC1CCCCC1 (mixture of isomers)	0.3	-5	-3	/	0.3	18	-4	-6
Cn1cc(S(=O)(=O)N2CCOCC2)cc1C(=O)Nc1ccc(Cl)cc1	/	4	2	-1	0.0	6	-4	2
COc1ccc(N=c2scc(C)n2CCCN2CCCC2=O)cc1	/	-21	/	/	0.2	2	/	-4
COc1cc(C(=O)NCCN=C2NS(=O)(=O)c3ccccc32)cc(OC)c1OC	/	-6	-9	2	0.2	2	-4	1
Cc1cc(C)nc(OC(C(=O)O)C(OCc2ccccc2)(c2ccccc2)c2ccccc2)n1 (configuration not stated)	/	-32	6	2	-0.1	8	5	3
Cc1ccc(CN2CCC(c3cc(-c4ccc(Cl)cc4)n[nH]3)CC2)cc1	0.2	1	/	3	-0.1	24	-4	-37
CC(C)C[C@@H](CSc1ccccc1)N1CCN(CC(C)C)CCC1=O	0.0	-4	2	-9	-0.7	-88	50*	-9
Cc1cc(C)nc(NC(=O)C2c3ccccc3Oc3ccccc32)n1	/	-5	/	3	0.0	2	/	-2
COc1ccc2c3c([nH]c2c1)[C@H](CO)N(Cc1ccncc1)CC31CCN(Cc2ccc(-c3ccccn3)cc2)CC1	0.7	-48	/	/	0.1	-8	/	4
